# Screens as filed in PubChem BioAssay.
# Tau filament bind: qHTS Assay for Tau Filament Binding; recombinant tau filaments, thioflavin S fluorescence, 15 h; filaments grown with octadecylsulfate alongside compound; AID 596, 2007; 71,000 compounds, 2% hits; Microtubule-associated protein tau (Homo sapiens), P10636; Potency, µM (series often up to 57.1 µM), for the others: at the highest dose activity change, negative = inhibition;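 also: potency is read from the fitted curve at half-maximal effect; % is scaled to controls: 0 for no effect and ±100 for the full control effect; actives lower thioflavin S fluorescence by blocking filaments or displacing dye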
#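 Read-out: ThS fluorescence, 450 nm excitation/510 nm emission; lower signal marks blocked filament formation or displaced dye. Tau at 1 uM with 30 uM ODS, 10 uM ThS, 5 mM DTT, 100 mM NaCl, 10 mM HEPES pH 7.4; 15 h, 37 C.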
# TexasRed autofl: qHTS Assay for Spectroscopic Profiling in Texas Red Spectral Region; AID 587, 2007; 59,000 compounds, 0.06% hits; max dye-equivalent concentration, M; Compound fluorescence, Texas Red channel, 547/618 nm; hits give high values; in the data active = max dye-equivalent concentration above about 10 nM; inconclusive = between about 1.1 nM and that limit
#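 Fluorescence at ex 547/em 618 nm, normalized against an on-plate Texas Red standard series to give dye-equivalent concentration per compound concentration. Buffer 100 mM Tris, pH 8.0; 15 min RT incubation before CCD imaging.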
# FLuc inh: qHTS Assay for Inhibitors of Firefly Luciferase; purified firefly luciferase, luminescence, 8 min; Potency, µM (top dose mostly 57.1 µM), for inactives: at the top dose activity change, negative = inhibition, most hits filed as inhibitors; 72,000 compounds, 2.2% hits; also: potency is read from the fitted curve at half-maximal effect; % is scaled to controls: 0 for no effect and ±100 for the full control effect; nearly all actives have a fitted effect of over 40% in size
#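 Substrate buffer containing 10 uM ATP (pH 7.2 imidazole, Mg2+, KCl, detergent, BSA) is dispensed, compound pinned in, then luciferase/luciferin detector mix added. After 8 min at ambient temperature, light output is measured.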
# HBB splice mod: qHTS Assay for Modulators of Hemoglobin Beta Chain Splicing. HBB splicing reporter cell assay, activation; EGFP reporter with mutant IVS2-654 intron; response scale: normalised to 500 nM splice-correcting PNA. Potency, µM (highest dose often 46.1 µM), for the others: at the top dose activation, usual class: activators. 65,000 compounds, 0.06% hits. AID 925, 2007; also: potency is read from the fitted curve at half-maximal effect; 0% is about no effect
#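 Compounds were applied for 2 days to HeLa EGFP-654 cells, 500/well in Optimem with 2% FCS. The reporter's EGFP is disrupted by mis-splicing of beta-globin intron IVS2-654. Readout: summed well GFP fluorescence from 488 nm laser scanning; reference was 500 nM antisense […] 654 PNA.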
# CRE-bla Fsk: Cell signaling CRE-BLA (Fsk stim); 71,000 compounds, 2.5% hits; CHO CRE-bla reporter (cAMP response element driving beta-lactamase), forskolin EC10, beta-lactamase ratio; Potency, µM (titrated, usually from 38.2 µM), for the others: top-dose activity change, negative = inhibition, actives largely listed as activators; active = well fitted activation curve with a large enough effect in the signal ratio, with a control signal flat, not every such curve was filed as active; inconclusive = small, poorly fitted or top-dose-only effect, or effect the other way, or a change in a side signal; the % refers to the signal ratio; also: potency is read from the fitted curve at half-maximal effect; % of control where 0% means no effect
#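 AC50 values, positive or negative, reflect shifts in EC10 NKH 477-induced CRE-bla reporter activity in CHO cells. Incubation lasted 3 h at 37 °C before CCF4 substrate (2 h, room temperature) and ratiometric 460/530 nm reading.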
# Rhodamine fluor: qHTS Assay for Spectroscopic Profiling in Rhodamine Spectral Region; Rhodamine-region fluorescence, 547/598 nm, Tris buffer; hits give high values; max dye-equivalent concentration, M; 59,000 compounds, 0.05% hits; AID 594, 2007; in the data active = max dye-equivalent concentration above about 11 nM; inconclusive = between about 1.1 nM and that limit
#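 qHTS spectral profiling of compounds without any target or enzyme present, in pH 8.0 Tris buffer; plates were read after a 15-minute room-temperature incubation using the rhodamine-region filter set.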
# 15-hLO inh: qHTS Assay for Inhibitors of 15-hLO (15-human lipoxygenase); Potency, µM (doses to about 57.1 µM), for the others: at the highest dose activity change, negative = inhibition, actives largely listed as inhibitors; 74,000 compounds, 1.4% hits; purified 15hLO-1, xylenol orange hydroperoxide absorbance; AID 887, 2007; also: potency is read from the fitted curve at half-maximal effect; % is scaled to controls: 0 for no effect and ±100 for the full control effect; nearly all actives have a fitted effect of over 55% in size
# Target sequence (P16050 whole entry, looked up): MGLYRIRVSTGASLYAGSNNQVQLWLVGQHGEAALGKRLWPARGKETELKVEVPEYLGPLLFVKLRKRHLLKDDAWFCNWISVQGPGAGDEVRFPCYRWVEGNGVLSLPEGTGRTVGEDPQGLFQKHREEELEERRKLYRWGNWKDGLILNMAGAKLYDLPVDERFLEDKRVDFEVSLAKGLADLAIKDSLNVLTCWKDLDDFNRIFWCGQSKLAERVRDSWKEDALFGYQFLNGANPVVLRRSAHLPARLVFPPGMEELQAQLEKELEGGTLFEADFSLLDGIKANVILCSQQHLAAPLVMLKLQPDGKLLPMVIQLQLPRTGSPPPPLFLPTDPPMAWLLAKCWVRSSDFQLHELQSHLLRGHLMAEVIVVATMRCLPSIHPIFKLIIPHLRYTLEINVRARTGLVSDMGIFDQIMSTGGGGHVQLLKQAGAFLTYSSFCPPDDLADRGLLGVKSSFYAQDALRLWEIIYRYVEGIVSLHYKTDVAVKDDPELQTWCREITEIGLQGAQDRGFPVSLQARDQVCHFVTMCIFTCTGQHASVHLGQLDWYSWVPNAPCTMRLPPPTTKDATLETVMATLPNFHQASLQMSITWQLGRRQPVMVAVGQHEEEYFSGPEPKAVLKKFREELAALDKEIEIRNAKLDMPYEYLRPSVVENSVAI
#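 Readout: Fe(III)-xylenol orange absorbance, 573-to-405 nm ratio as reaction progress. Enzyme 40 nM purified human 15hLO-1, substrate 50 uM arachidonic acid, 6 min RT after 15 min compound preincubation; Hepes pH 7.5 buffer with Triton X-100.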
# DNA Pol III inh: qHTS Assay for Inhibitors of DNA Polymerase III Holoenzyme System | reconstituted DNA polymerase III holoenzyme replication, biochemical | AID 603, 2007 | Potency, µM (series often up to 57.1 µM), for the others: at the highest dose activity change, negative = inhibition | 71,000 compounds, 0.25% hits; also: potency is read from the fitted curve at half-maximal effect; % is scaled to controls: 0 for no effect and ±100 for the full control effect
#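 Reconstituted *E. coli* holoenzyme (0.35 nM Pol III, 1 nM beta, 154 nM SSB, 2 nM primase) was preincubated with compound for 15 min at RT. Synthesis on 1.4 nM ssM13Gori ran 35 min, then was stopped with PicoGreen/EDTA and read as dsDNA fluorescence.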
# ERK AVP block: qHTS Assay for Inhibitors of the ERK Signaling Pathway using a Homogeneous Screening Assay | 72,000 compounds, 0.99% hits | HEK293-V1b, vasopressin-stimulated pERK AlphaScreen | Potency, µM (doses to about 57.5 µM), for the others: top-dose activity, negative = inhibition, usual class: inhibitors; also: potency is read from the fitted curve at half-maximal effect; % is scaled to controls: 0 for no effect and ±100 for the full control effect; nearly all actives have a fitted effect of over 55% in size
#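 V1b-HEK293 cells; cpd 30 min 37C; 25 nM vasopressin 5 min; lyse 10 min; AlphaScreen beads 5 hr RT. Normalized to DMSO basal and 25 nM vasopressin; AC50 by Hill fit.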
# HADH2 inh: qHTS Assay for Inhibitors of HADH2 (Hydroxyacyl-Coenzyme A Dehydrogenase, Type II) | 3-hydroxyacyl-CoA dehydrogenase type-2 (Homo sapiens), Q99714 | recombinant HADH2, NADH fluorescence, beta-hydroxybutyryl-CoA | Potency, µM (highest dose often 57.1 µM), for inactives: at the top dose activity change, negative = inhibition, actives largely listed as inhibitors | 73,000 compounds, 3.4% hits | AID 886, 2007; also: potency is read from the fitted curve at half-maximal effect; % is scaled to controls: 0 for no effect and ±100 for the full control effect; nearly all actives have a fitted effect of over 60% in size; many of its hits are not listed in these tables
# Target sequence (Q99714 whole entry, looked up, one chain of several): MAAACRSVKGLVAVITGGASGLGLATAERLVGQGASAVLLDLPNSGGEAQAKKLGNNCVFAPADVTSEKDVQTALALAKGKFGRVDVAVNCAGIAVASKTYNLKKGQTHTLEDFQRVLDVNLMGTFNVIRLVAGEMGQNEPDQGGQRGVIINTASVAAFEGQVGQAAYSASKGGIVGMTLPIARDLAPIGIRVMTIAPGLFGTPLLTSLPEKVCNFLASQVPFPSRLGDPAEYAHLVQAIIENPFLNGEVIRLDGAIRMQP
#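 NADH fluorescence (ex 360/em 450 nm) read every 30 s for 4 min; activity taken as last-minus-first time point difference. Enzyme 20 nM, NAD+ 1 mM, beta-hydroxybutyryl-CoA 90 uM, pH 9.0 Tris buffer.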
# Hsp90 Hop PPI: qHTS Assay for Disrupters of an Hsp90 Co-Chaperone Interaction; AlphaScreen TPR2A-His6 binding biotin-Hsp90 C-terminal peptide; Potency, µM (top dose mostly 57 µM), for the others: at the top dose activity change, negative = inhibition; 71,000 compounds, 0.44% hits; AID 595, 2007; active = well fitted curve in either direction with a large enough effect; inconclusive = small, poorly fitted or top-dose-only effect, or another doubt; also: potency is read from the fitted curve at half-maximal effect; % is scaled to controls: 0 for no effect and ±100 for the full control effect; many of its hits are not listed in these tables
# Starred values were filed as active, the others as inactive; i = inactive; ? = inconclusive; nt = no result given; [ ] = remark or other dose. Unless noted, calls follow the shape of the dose curve; as a rule, active = well fitted curve in the direction sought with a large enough effect; inconclusive = small, poorly fitted or top-dose-only effect, or another doubt; inactive = no such curve, though single readings can be large; an effect the other way counts as inactive or inconclusive.
# Screens in order: Tau filament bind, TexasRed autofl, FLuc inh, HBB splice mod, CRE-bla Fsk, Rhodamine fluor, 15-hLO inh, DNA Pol III inh, ERK AVP block, HADH2 inh, Hsp90 Hop PPI
> O=C(c1cc(-c2cccs2)on1)N1CCc2ccccc2C1
→ 4%, ?, -3%, 0.1%, -5%, i, -9%, -3%, 12%, -4%, 19%
> COC(=O)c1ccccc1NC(=O)C1CCN(S(C)(=O)=O)CC1
→ 11%, ?, -1%, -0.6%, 5%, i, 1%, -8%, -24%, 1%, -4%
> CCOc1ccc(N2CCCn3c2nc2c3c(=O)n(CCc3ccccc3)c(=O)n2C)cc1
→ 128%, i, 2%, -1.3%, 2%, i, -8%, -2%, -15%, 3%, 2%
> CCOC(=O)c1c(C)nn(Cc2ccccc2)c1N
→ -7%, i, 1%, -0.5%, 30%, i, 4%, 1%, ?, -1%, -4%
> O=C(c1ccco1)N1CCN=C1SCc1cccc(Cl)c1
→ -5%, nt, 0%, 0.1%, -2%, nt, 0%, -10%, -10%, 3%, 0%
> NC(N)=N[C@H](CCC(=O)O)C(=O)O
→ 16%, i, 1%, 1.2%, 6%, i, 7%, 1%, -3%, -2%, -5%
> CC(C)C[C@@H](CC(=O)N[C@H](CC(=O)N[C@@H]1CCCC[C@H]1C(=O)N[C@H](CC(=O)N[C@@H](CCC(=O)O)CC(=O)O)CC(C)C)C(C)C)NC(=O)[C@@H]1CNCC[C@H]1N
→ -1%, nt, nt, 1.9%, ?, nt, nt, 1%, nt, -6%, -8%
> O=S(=O)(Cc1ccccc1)NCc1ccccn1
→ 6%, i, 0%, 0.8%, ?, i, 2%, -6%, -19%, -13%, -2%
> Cc1ccc(S(=O)(=O)C2(C(=O)N3CCCCCC3)CC2)cc1
→ 8%, i, 0%, -0.5%, -3%, i, 2%, 3%, 14%, 4%, -5%
> NS(=O)(=O)c1ccc(CCNC(=O)c2cccnc2)cc1
→ -3%, i, 1%, 2.6%, 11%, i, 4%, -8%, -10%, 2%, -2%

# Screens in order: Tau filament bind, TexasRed autofl, FLuc inh, HBB splice mod, CRE-bla Fsk, Rhodamine fluor, 15-hLO inh, DNA Pol III inh, ERK AVP block, HADH2 inh, Hsp90 Hop PPI
> COC(=O)c1ccc(Cl)c(NC(=O)CSc2ncn[nH]2)c1
→ 11%, i, 2%, -0.8%, ?, i, 6%, -2%, -18%, -3%, -6%
> O=C(CN1CC(c2ccccc2)CC1=O)Nc1ccc2c(c1)OCO2 (stereo not given)
→ 25µM*, nt, -4%, 1.1%, -13%, nt, 0%, -3%, -13%, 11%, -7%
> COC(=O)C1=C(C(=O)c2ccccc2)C(c2ccc(O)c(OC)c2)n2nnnc2N1 (stereo not given)
→ 3%, i, -16%, -0.3%, -3%, i, -1%, 1%, 24%, -13%, -1%
> COC(=O)[C@@]1(Cc2ccc(OC)cc2)[C@H]2c3cc(C(=O)N4CCCC4)n(CCc4ccc(OC)c(Br)c4)c3C[C@H]2CN1C(=O)c1ccccc1
→ 9%, nt, nt, -2.3%, -7%, nt, nt, -14%, -2%, 11%, -23%
> CCNc1ncc2ncc(=O)n(C3CC3)c2n1
→ 6%, i, 1%[11.4 µM], -2.1%, 19%, i, 5%, -9%, -12%, ?, ?
> Cc1cc(NC(=O)c2cc3ccccc3o2)cc(C)c1OCC(=O)N1CCOCC1
→ 10%, i, 16µM*, -0.2%, 23%, i, 0%, 0%, -3%, 9%, -6%
> COc1cccc(C(=O)NC2=NCCS2)c1OC
→ 6%, i, -21%, 1.4%, -4%, i, 10%, -3%, 0%, -15%, -2%
> COC(=O)C1CC1C(NC(=O)[C@@H]1CCCN1)c1ccccc1 (stereo not given in full)
→ -7%, nt, nt, 2.1%, -12%, nt, nt, -6%, 17%, 4%, -8%
> Cc1ccc(-c2cc(C(=O)Nc3cc(C)ccc3C)[nH]n2)c(O)c1
→ 9%, ?, -8%, -0.5%, -15%, i, -9%, 0%, 9%, 9%, -3%
> CCCCNC(=O)c1sc(=S)n2c1[nH]c(=O)c1ccccc12
→ 2%, i, 2%, -5.0%, ?, i, -30%, -4%, 14%, ?, 1%

# Screens in order: Tau filament bind, TexasRed autofl, FLuc inh, HBB splice mod, CRE-bla Fsk, Rhodamine fluor, 15-hLO inh, DNA Pol III inh, ERK AVP block, HADH2 inh, Hsp90 Hop PPI
> CCc1cccc(C)c1NC(=O)c1cc(C)oc1C
→ -3%, i, 1%, 0.0%, -15%, i, 5%, 1%, -20%, 2%, 0%
> O=c1[nH]c(CN2CCN(Cc3ccc4c(c3)OCO4)CC2)nc2ccccc12
→ 2%, i, 3%, 1.2%, 0%, i, 7%, -6%, -4%, 5%, 0%
> CCC(c1ccccc1)c1nc(-c2ccccn2)no1 (stereo not given)
→ -25%, nt, -3%, -1.2%, 1%, nt, 3%, -4%, -11%, 5%, 2%
> CCn1c(=O)c(C(=O)NCc2ccc(OC)c(OC)c2)c(O)c2ccccc21
→ 9%, i, -1%, -0.1%[57.5 µM], 1.6µM*, i, -6%, -6%, -5%, -1%, -1%
> Cc1nnc(SCc2ccc(F)cc2)s1
→ 2%, i, -1%, 0.1%, 0%, i, 12%, -2%, -4%, -6%, 2%
> NC(=O)N/N=C/c1ccc([N+](=O)[O-])o1
→ 3%, nt, nt, -0.2%, -8%, nt, -10%, -4%, 9%, -5%, 0%
> CCn1c(SCC(=O)N2CCCc3ccccc32)nnc1-c1ccco1
→ -9%, i, 4%, nt, 10%, i, 1%, 3%, -2%, 7%, -6%
> CCN(C(=O)CSc1nc2nc(C)cc(C)n2n1)c1cccc(C)c1
→ 10%, ?, 0%, 0.5%, ?, i, -2%, -8%, -4%, -21%, -2%
> Cc1ccccc1CS(=O)(=O)Cc1ccc(C(=O)NCc2ccccn2)o1
→ 11%, ?, -1%, 0.7%, ?, ?, 40%[activator], -2%, -16%, -16%, 4µM*
> COC(=O)c1ccc(CSc2nc(-c3ccccc3)cs2)o1
→ -2%, i, ?, 0.1%[57.5 µM], ?, i, 14%, -2%, -17%, -6%, ?

# Screens in order: Tau filament bind, TexasRed autofl, FLuc inh, HBB splice mod, CRE-bla Fsk, Rhodamine fluor, 15-hLO inh, DNA Pol III inh, ERK AVP block, HADH2 inh, Hsp90 Hop PPI
> O=c1c2ccccc2nnn1CSc1nnc2sc3ccccc3n12
→ -16%, ?, -23%, 0.4%[57.5 µM], -5%, i, ?, 0%, 4%, -22%, -5%
> COc1ccc(OC)c(S(=O)(=O)N(C)CC(=O)N2CCN(c3ccc(F)cc3)CC2)c1
→ 5%, i, 4%, 1.7%, -10%, i, 2%, -1%, -5%, 8%, 0%
> O=C(c1ccc(Cl)cc1Cl)C1(n2cncn2)Oc2ccccc2C1O (stereo not given)
→ -24%, i, 3%, -0.8%, -27%, i, -2%, -1%, -13%, 7%, -3%
> O=S(=O)(NCCCCCNS(=O)(=O)c1ccccc1)c1ccccc1
→ 1%, ?, -1%, nt, -4%, i, 8%, 1%, -6%, 5%, 0%
> CCCn1c(SCC(=O)N2CCCCC2)nnc1-c1ccco1
→ 12%, i, -2%, -2.0%, 4%, i, 2%, -1%, -22%, -1%, 0%
> COc1ccccc1CN1C(=S)SC(C)(C)C1NO (stereo not given)
→ 0%, i, -5%, 5.5%, 7%, i, -28%, -5%, 9%, -9%, -5%
> N#Cc1nc(COc2ccc(Cl)cc2)oc1N1CCCC1
→ -2%, ?, 1%, nt, 13%, i, -10%, -6%, -11%, -1%, ?

# Not all compounds are listed (hit frequency here may not be typical).
